HTRA1 inhibitor: HTRA1 serine protease inhibitors, primary screen, biochemical, fluorescence polarization, HTS; inhibition, % at 5.96 µM; recombinant HTRA1, FP-rhodamine activity-based probe; Q92743; 340,000 tested, 0.5% active; in the data active = inhibition above about 36%;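 also: 0% = enzyme with DMSO and 100% = wells lacking enzyme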
PG9 binder: binders of HIV-1 gp120 antibody PG9, primary screen, biochemical, TR-FRET. HIV-1 gp120 / PG9 antibody interaction. TR-FRET gp120-PG9 antibody binding. inhibition, % at 6.7 µM. 360,000 tested, 0.43% active. AID 624416, 2012; in the data active = inhibition above about 8.5%
PRMT1 inh: PRMT1 methyltransferase inhibitors, primary screen, biochemical, fluorescence polarization; AID 652257, 2013; Protein arginine N-methyltransferase 1 (Homo sapiens), Q99873; recombinant PRMT1, activity-based probe fluorescence polarization; 370,000 tested, 1.3% active; inhibition, % at 2.79 µM;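 active = inhibition above about 21% made by adding two undisclosed values, limit read from the data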
LEDGF integ inh: blockers of LEDGF/p75-dependent integrase strand transfer – biochemical, TR-FRET, high throughput, primary screen; HIV-1 integrase (with human LEDGF/p75); TR-FRET IN-LEDGF/p75 DNA integration, Eu/Cy5; inhibition, % at 3.7 µM; 370,000 tested, 0.64% active; AID 743269, 2014;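 active = inhibition above the screen-wide mean plus 3 SD, cut at about 13% in these data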;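 also: signal is the Cy5 over europium emission ratio at 671 and 618 nm; 0% = plate median of compound wells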
SIAE inh: human SIAE inhibitors, primary screen, biochemical, fluorescence polarization, FP-Rh probe, 1536-well HTS | Sialate O-acetylesterase (Homo sapiens), Q9HAT2 | SIAE FP-Rh probe binding | inhibition, % at 9.66 µM | 370,000 tested, 0.69% active;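 active = inhibition above a cutoff: mean of compounds within the control limits plus 3 SD of those, cut at about 17% in these data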;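 also: 0% = plate median of compound wells and 100% = probe without SIAE protein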
Target sequence (Q9HAT2 whole entry, looked up): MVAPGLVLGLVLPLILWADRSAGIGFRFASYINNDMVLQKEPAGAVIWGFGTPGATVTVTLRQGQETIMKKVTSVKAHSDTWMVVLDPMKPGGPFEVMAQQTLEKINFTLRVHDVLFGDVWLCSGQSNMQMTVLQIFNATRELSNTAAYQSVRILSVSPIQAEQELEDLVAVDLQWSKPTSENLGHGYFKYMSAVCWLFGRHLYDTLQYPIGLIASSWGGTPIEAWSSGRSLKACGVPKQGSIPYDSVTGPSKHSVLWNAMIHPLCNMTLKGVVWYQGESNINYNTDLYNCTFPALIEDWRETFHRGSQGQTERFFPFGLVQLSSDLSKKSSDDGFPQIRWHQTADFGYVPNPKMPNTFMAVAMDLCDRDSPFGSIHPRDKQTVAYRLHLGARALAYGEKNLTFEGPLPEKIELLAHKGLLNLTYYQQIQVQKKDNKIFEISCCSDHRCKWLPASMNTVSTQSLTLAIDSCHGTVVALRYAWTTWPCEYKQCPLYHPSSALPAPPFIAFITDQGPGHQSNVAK
TDP2 inh: human TDP2 enzyme inhibitors, primary screen, biochemical, epi absorbance, recombinant enzyme | 370,000 tested, 0.34% active | T5PNP hydrolysis, p-nitrophenol absorbance 415 nm | inhibition, % at 12.8 µM | AID 720702, 2013 | Tyrosyl-DNA phosphodiesterase 2 (Homo sapiens), O95551;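 active = inhibition above the mean of all tested compounds plus 3 SD, set per campaign, cut at about 25% in these data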;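 also: 0% = DMSO with enzyme and 100% = buffer with substrate but no TDP2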
Target sequence (O95551 whole entry, looked up): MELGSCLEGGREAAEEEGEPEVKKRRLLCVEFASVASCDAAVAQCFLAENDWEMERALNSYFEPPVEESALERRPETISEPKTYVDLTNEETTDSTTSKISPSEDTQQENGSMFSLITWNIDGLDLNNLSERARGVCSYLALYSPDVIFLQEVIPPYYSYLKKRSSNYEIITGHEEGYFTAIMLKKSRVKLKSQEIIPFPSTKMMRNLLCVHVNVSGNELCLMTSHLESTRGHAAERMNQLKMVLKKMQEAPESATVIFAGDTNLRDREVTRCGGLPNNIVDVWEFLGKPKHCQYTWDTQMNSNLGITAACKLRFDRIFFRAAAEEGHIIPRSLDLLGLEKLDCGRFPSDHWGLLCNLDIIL
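System: recombinant human TDP2 / Amount: 120 nM TDP2 per well / Also added: 5 mM T5PNP chromogenic substrate / Doses: 12.8 µM single point, 1% DMSO / Incubation: 2 h at 37 °C / Detection: p-Nitrophenol epi absorbance / Evaluation: % inhibition relative to enzyme-containing and enzyme-free wells / Repeats: singlicate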
Tn7 DDE FP: inhibitors of Tn7 peptide binding to fibrin DD(E), primary screen, biochemical, fluorescence polarization, human fibrin, Tn7 probe; inhibition, % at 8.3 µM; FP displacement of FITC-Tn7 peptide from fibrin DD(E); 0% = median of compound wells per plate; 370,000 tested, 0.13% active; Fibrinogen beta chain (Homo sapiens), P02675;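 active = inhibition above the mean of compounds falling within the control limits plus 3 SD of them, cut at about 14% in these data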;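 also: 0% = plate median of compound wells and 100% = 10 µM Aha-Tn7 peptide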
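Assay system: human fibrin DD(E). Input: DD(E) 2 µM final. Medium: Tris buffer with calcium and detergent, pH 7.8. Compound dosing: single point at 8.3 µM. Timing: 10 min plus 3 h, room temperature. Technique: fluorescence polarization of the labelled Tn7 tracer. Read-out: percent inhibition. Replicates: singlicate testing.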
UHRF1 binding: UHRF1 methylated DNA binding inhibitors, primary screen, counter-screen for MBD2 inhibitor project, biochemical, TR-FRET, human UHRF1, single concentration. 370,000 tested, 0.75% active. inhibition, % at 4.4 µM. AID 687016, 2013. UHRF1 binding to methylated oligo; in the data active = inhibition above about 21%;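 also: UHRF1 SRA domain binding a hemimethylated CpG hairpin DNA probe; 0% = median of test compound wells and 100% = reference inhibitor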
TCR-CD3 inh: inhibitors of human TCR-CD3 interaction, primary screen, biochemical, fluorescence, TAMRA-labeled TCR probe | 360,000 tested, 0.37% active | AID 651800, 2012 | T-cell receptor (TCR) | inhibition, % at 9.4 µM; in the data active = inhibition above about 19%;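 also: recombinant mutant TCR 2C K166C tagged with TAMRA read by polarization; 0% = receptor in buffer alone and 100% = receptor with positive control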
ABHD4 inh: ABHD4 inhibitors, primary screen, biochemical, fluorescence polarization, mouse; (Lyso)-N-acylphosphatidylethanolamine lipase (Mus musculus), Q8VD66; purified mABHD4, FP-Rh probe fluorescence polarization; inhibition, % at 8.92 µM; 370,000 tested, 0.54% active;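 active = inhibition exceeding the mean over every tested compound plus 3 SD, cut at about 30% in these data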;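 also: 0% = plate median of compound wells and 100% = S159A mutant with DMSO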
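Assay system: wild-type mouse ABHD4 protein; compound: single nominal dose of 8.92 µM, 0.89% DMSO final; schedule: 45 min + 60 min at 25 °C; measured by: FP readout, ex 525 nm / em 598 nm; evaluation: % inhibition of FP-Rh probe binding versus controls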
* hit, by the source's call; · = not tested or not shown.

1: Cc1onc(-c2ccccc2)c1C(=O)NCc1cccnc1
2: Cc1cc(C)nc(NS(=O)(=O)c2ccc(NC(=O)Cn3c(=O)oc4ccccc43)cc2)n1
3: Cc1ccccc1/C(N)=N/O
4: C[C@@H]1CN([C@H](C)CO)C(=O)CCCn2nncc2CO[C@H]1CN(C)C(=O)c1ccc2ccn(C)c2c1
5: Cc1cc(C(=O)NCCCc2ccccc2)no1
6: COc1cc(NC(=O)[C@H]2CSCN2C(=O)[C@@H]2CCC(=O)N2)cc(OC)c1OC
7: O=c1[nH]c(SCc2ccccc2Cl)nc2c1CCCC2
8: Cc1ccccc1-n1c(=O)n(Cc2ccccc2)c(=O)c2[nH]cnc21

Compound | 1 | 2 | 3 | 4 | 5 | 6 | 7 | 8
UHRF1 binding | 0 | -1 | 0 | 1 | 5 | 3 | 8 | -2
ABHD4 inh | 0 | -3 | 7 | 2 | -1 | 0 | -2 | 2
Tn7 DDE FP | -2 | 2 | 4 | 0 | -1 | -1 | 0 | -2
TCR-CD3 inh | 5 | 1 | -4 | 5 | 4 | 6 | -7 | 0
PRMT1 inh | 1 | -2 | -2 | 2 | 3 | 2 | 0 | -1
SIAE inh | 0 | 1 | 10 | -4 | 3 | -3 | -6 | -3
HTRA1 inhibitor | -1 | -2 | 1 | 4 | 3 | 11 | -10 | 4
LEDGF integ inh | 1 | -2 | 0 | 1 | 1 | -1 | -5 | 1
TDP2 inh | -10 | -3 | -7 | -5 | 7 | -4 | 5 | 8
PG9 binder | 3.6 | -0.3 | 0.2 | 2.0 | -0.8 | 0.9 | -2.2 | -2.8

9: CCN(C(=O)CSc1nnc(NCc2ccccc2)s1)C1CCS(=O)(=O)C1 (centres undefined)
10: Cc1ccccc1-c1cnc(C(O)c2c(C)ccc3ccccc23)[nH]1 (centres undefined)
11: Cc1ccc(C(=O)NNC(=O)C2CCN(S(=O)(=O)c3ccc(Cl)cc3)CC2)cc1
12: CC1=[N+]([O-])C(C)(C)CC(C)(C)c2ccccc21
13: C/C(=N\Oc1cccc(F)n1)c1ccc(Cl)cc1Cl
14: O=C(NCCN1CCOCC1)c1cc(-c2ccccc2Cl)nc2ccccc12
15: COc1cc(/C=N/n2c(-c3cc(C)[nH]n3)n[nH]c2=S)cc(OC)c1OC
16: CC(=O)Nc1ccc(C(=O)OCc2ccc(F)cc2)cc1

Compound | 9 | 10 | 11 | 12 | 13 | 14 | 15 | 16
UHRF1 binding | 4 | 3 | 1 | 0 | -2 | -1 | -1 | 1
ABHD4 inh | -10 | -13 | 1 | -5 | -2 | 2 | 2 | -10
Tn7 DDE FP | 6 | 5 | 1 | 2 | 3 | -6 | -4 | -7
TCR-CD3 inh | -6 | -9 | 7 | -2 | 1 | -3 | 12 | 4
PRMT1 inh | -6 | -5 | 2 | -5 | -3 | 1 | 4 | 1
SIAE inh | 2 | 1 | 4 | -2 | 4 | 9 | 1 | -7
HTRA1 inhibitor | -9 | · | 3 | -1 | 0 | 1 | 7 | -5
LEDGF integ inh | 4 | 4 | 0 | 3 | -2 | -2 | -1 | 4
TDP2 inh | -4 | -1 | -10 | -10 | 2 | -4 | -1 | -7
PG9 binder | 0.3 | -1.8 | -0.7 | -0.6 | 1.4 | 0.0 | -1.6 | -3.2

The final 2 compounds of the part before open the next one.
15: COc1cc(/C=N/n2c(-c3cc(C)[nH]n3)n[nH]c2=S)cc(OC)c1OC
16: CC(=O)Nc1ccc(C(=O)OCc2ccc(F)cc2)cc1
17: COc1ccccc1C(=O)NNC(=S)NC(=O)c1cccs1
18: C#Cc1ccc([C@H]2C=C(C(=O)N3CCN(Cc4ccc5c(c4)OCO5)CC3)O[C@@H](OCc3ccc(CO)cc3)C2)cc1
19: Cc1oc(-c2ccc(Cl)cc2)nc1CS(=O)CC(=O)NCCN1CCCCCC1 (centres undefined)
20: COc1ccc(C(C(=O)NC(C)(C)C)N(Cc2ccccc2)C(=O)CCC(=O)Nc2cc(C)on2)cc1 (centres undefined)
21: CC1(C)OC(=O)N(Cc2ccco2)C1(C)O (centres undefined)
22: COc1ccc(NC(=O)C2C(c3ccc4c(c3)OCO4)=Nc3ccccc3N2C(C)=O)cc1 (centres undefined)
23: COc1ccc(-c2nn(-c3ccccc3C)cc2CNCc2cccnc2)cc1F

Compound | 15 | 16 | 17 | 18 | 19 | 20 | 21 | 22 | 23
UHRF1 binding | -1 | 1 | 0 | 2 | 2 | -3 | 1 | 1 | 0
ABHD4 inh | 2 | -10 | -10 | 7 | 2 | 2 | 6 | 5 | 2
Tn7 DDE FP | -4 | -7 | 3 | -9 | 6 | -3 | -10 | 7 | 4
TCR-CD3 inh | 12 | 4 | 8 | -4 | -10 | 3 | 0 | 1 | 0
PRMT1 inh | 4 | 1 | 4 | 0 | 4 | -3 | 2 | 0 | 3
SIAE inh | 1 | -7 | -1 | -8 | 11 | 5 | 10 | 5 | 1
HTRA1 inhibitor | 7 | -5 | 15 | -23 | 1 | 1 | 4 | · | -8
LEDGF integ inh | -1 | 4 | 2 | 1 | 0 | -2 | 2 | 0 | -4
TDP2 inh | -1 | -7 | 1 | -5 | -18 | 0 | 6 | -4 | 1
PG9 binder | -1.6 | -3.2 | 0.8 | 0.3 | 0.4 | -0.7 | 0.9 | -0.6 | 2.2

By substructure, those above containing sulfur
2: Cc1cc(C)nc(NS(=O)(=O)c2ccc(NC(=O)Cn3c(=O)oc4ccccc43)cc2)n1
6: COc1cc(NC(=O)[C@H]2CSCN2C(=O)[C@@H]2CCC(=O)N2)cc(OC)c1OC
7: O=c1[nH]c(SCc2ccccc2Cl)nc2c1CCCC2
9: CCN(C(=O)CSc1nnc(NCc2ccccc2)s1)C1CCS(=O)(=O)C1 (centres undefined)
11: Cc1ccc(C(=O)NNC(=O)C2CCN(S(=O)(=O)c3ccc(Cl)cc3)CC2)cc1
15: COc1cc(/C=N/n2c(-c3cc(C)[nH]n3)n[nH]c2=S)cc(OC)c1OC
17: COc1ccccc1C(=O)NNC(=S)NC(=O)c1cccs1
19: Cc1oc(-c2ccc(Cl)cc2)nc1CS(=O)CC(=O)NCCN1CCCCCC1 (centres undefined)

Compound | 2 | 6 | 7 | 9 | 11 | 15 | 17 | 19
UHRF1 binding | -1 | 3 | 8 | 4 | 1 | -1 | 0 | 2
ABHD4 inh | -3 | 0 | -2 | -10 | 1 | 2 | -10 | 2
Tn7 DDE FP | 2 | -1 | 0 | 6 | 1 | -4 | 3 | 6
TCR-CD3 inh | 1 | 6 | -7 | -6 | 7 | 12 | 8 | -10
PRMT1 inh | -2 | 2 | 0 | -6 | 2 | 4 | 4 | 4
SIAE inh | 1 | -3 | -6 | 2 | 4 | 1 | -1 | 11
HTRA1 inhibitor | -2 | 11 | -10 | -9 | 3 | 7 | 15 | 1
LEDGF integ inh | -2 | -1 | -5 | 4 | 0 | -1 | 2 | 0
TDP2 inh | -3 | -4 | 5 | -4 | -10 | -1 | 1 | -18
PG9 binder | -0.3 | 0.9 | -2.2 | 0.3 | -0.7 | -1.6 | 0.8 | 0.4

Bioassay records from PubChem.
